NALP3 yeast inh: NALP3 inhibition in yeast. inhibition, % at 10 µM. hit rate 0.39% among 330,000. Yeast reconstituted NLRP3/ASC/caspase-1, beta-gal luminescence, 24 h;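 active = inhibition of 50% or more; inactive = inhibition below 50%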;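 also: plate controls were induced DMSO wells for no effect and uninduced yeast grown without galactose for full effect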
Mdm2-MdmX inh: disrupts the human Mdm2-MdmX interaction. AID 485346. SaOS-2 split-luciferase Mdm2/MdmX complementation, luminescence. inhibition, % at 8 µM. hit rate 3% among 330,000. O15151+Q00987;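 active = inhibition of at least 50% at 8 µM in the primary screen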
Target sequence (O15151 whole entry, looked up): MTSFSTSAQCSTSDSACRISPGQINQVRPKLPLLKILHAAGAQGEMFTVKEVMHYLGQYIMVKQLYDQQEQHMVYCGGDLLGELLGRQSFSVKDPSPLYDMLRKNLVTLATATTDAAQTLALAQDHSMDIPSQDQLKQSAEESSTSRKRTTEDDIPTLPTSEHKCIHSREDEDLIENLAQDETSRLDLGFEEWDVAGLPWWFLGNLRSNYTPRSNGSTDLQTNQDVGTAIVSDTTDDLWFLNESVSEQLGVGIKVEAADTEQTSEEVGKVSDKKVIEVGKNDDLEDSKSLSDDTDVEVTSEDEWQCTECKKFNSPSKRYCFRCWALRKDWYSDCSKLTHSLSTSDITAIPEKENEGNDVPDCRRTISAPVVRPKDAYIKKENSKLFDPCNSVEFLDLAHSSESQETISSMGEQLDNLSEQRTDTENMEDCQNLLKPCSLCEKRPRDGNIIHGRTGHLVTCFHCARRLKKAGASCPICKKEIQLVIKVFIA
Target sequence (Q00987 whole entry, looked up): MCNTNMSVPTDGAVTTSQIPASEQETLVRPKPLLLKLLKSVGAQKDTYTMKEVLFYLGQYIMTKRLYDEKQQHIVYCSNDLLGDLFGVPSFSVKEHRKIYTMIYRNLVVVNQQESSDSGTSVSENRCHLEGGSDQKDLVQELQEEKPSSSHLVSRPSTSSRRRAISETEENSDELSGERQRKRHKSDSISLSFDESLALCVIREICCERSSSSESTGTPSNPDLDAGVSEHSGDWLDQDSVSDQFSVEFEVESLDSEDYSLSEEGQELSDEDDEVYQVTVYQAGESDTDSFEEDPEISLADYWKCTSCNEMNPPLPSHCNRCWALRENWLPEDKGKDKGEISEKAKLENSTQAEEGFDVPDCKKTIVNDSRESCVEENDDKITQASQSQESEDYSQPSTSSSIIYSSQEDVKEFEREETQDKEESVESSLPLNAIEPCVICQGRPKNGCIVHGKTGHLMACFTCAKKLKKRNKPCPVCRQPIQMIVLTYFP
tim23-1 inh: growth inhibitors of tim23-1 mutant yeast | S. cerevisiae tim23-1 growth, BacTiter-Glo luminescence, 24 h | inhibition, % at 20 µM | hit rate 1.3% among 330,000;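 active = growth inhibition of the mutant yeast at or above 50%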;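 also: temperature-sensitive mutant grown at 25 °C; plate controls were DMSO-treated mutant yeast for no effect and medium wells lacking yeast for full effect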
XBP1 UPR activ: adaptive UPR (XBP1) activation | CHO-XBP1 luciferase reporter, IRE1-XBP1 UPR activation, luminescence; percent of tunicamycin response, DMSO as zero | activation, % at 20 µM | hit rate 0.33% among 330,000 | AID 463104;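 active = versus positive control, 20 µM dose yields 30% or more activation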;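 also: 100% = tunicamycin at 10 µg/mL and 0% = DMSO only wells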
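Material: IRE1-XBP1 luciferase reporter CHO line / Quantity: one thousand reporter cells per well / Buffer or medium: F12 with 10% serum / Compound: 20 µM single concentration, DMSO 1% / Times: 6 h treatment, 37 °C / Detection: Steady-Glo luciferase glow luminescence, 10 min after reagent addition / Benchmarks: tunicamycin high, DMSO low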
tim10-1 inh: inhibits growth of tim10-1 mutant yeast | S. cerevisiae tim10-1 ts strain growth, BacTiter-Glo, 24 h | inhibition, % at 20 µM | AID 463190 | hit rate 2.2% among 330,000;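 active = inhibition of at least 40%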;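 also: mutant grown at 25 °C; 0% = DMSO wells with yeast and 100% = wells holding no yeast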
APJ agonist: activates the human apelin receptor APJ; CHO-K1 APJ PathHunter beta-arrestin, luminescence; 0% DMSO wells, 100% apelin; AID 2520; P35414; hit rate 0.11% among 330,000; activation, % at 20 µM;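 active = activation more than six SD over the plate average, tested at 20 µM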;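 also: 0% = DMSO alone and 100% = apelin-13 at 10 nM; some results filed as inactive read as strong as hits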
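Material: engineered CHO-K1 APJ arrestin reporter cells; amount: 1000 CHO-K1 reporter cells seeded per well; incubation: compound stimulation 90 min at 25 °C, detection 60 min; signal: luminescent beta-gal fragment complementation, chemiluminescent substrate; read-out basis: APJ agonist activity; controls: DMSO-only wells as negative, 10 nM Apelin-13 as positive control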
UPR CHOP act: apoptotic UPR (CHOP) activation; CHO-CHOP luciferase reporter, luminescence; percent of tunicamycin response over DMSO baseline; activation, % at 10 µM; hit rate 0.34% among 330,000; AID 449763;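 active = at 10 µM dose, activation of 40% or more, normalized to positive control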;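 also: 100% = tunicamycin at 10 µg/mL and 0% = DMSO alone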
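Material: CHO-CHOP cells, stable luciferase reporter of PERK-eIF2a-CHOP signalling; quantity: 500 reporter cells seeded per well; buffer or medium: F12 medium containing 10% fetal bovine serum; compound: one dose, 10 µM in 0.5% DMSO; incubation: 6 h compound treatment, 37 °C; measured by: Steady-Glo luciferase luminescence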
GRIN3A LBD mod: NR3A (human) ligand-binding domain modulation; NR3A LBD differential scanning fluorimetry, Tm shift; 0% = protein alone, 100% = glycine-bound protein; Tm shift relative to glycine control, % at 25 µM; hit rate 2.5% among 340,000; AID 1259313;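 active = melting temperature shift of at least 10% of the positive control shift, at one fixed dose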
TIM10 inh: TIM10 yeast growth inhibition. S. cerevisiae TIM10 strain growth, BacTiter-Glo luminescence, 24 h. inhibition, % at 10 µM. AID 463195. hit rate 1.4% among 330,000;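 active = inhibition of 40% or more at the single tested concentration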;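 also: wild-type TIM10 isogenic control strain grown at permissive 25 °C; 0% = DMSO yeast wells and 100% = minimal medium wells without yeast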
The depositor's hits bear a star; . = no result given. Hits appear at their usual frequency; 8.2% or so of the library scored in one or more.

SMILES | NALP3 yeast inh | Mdm2-MdmX inh | tim23-1 inh | XBP1 UPR activ | tim10-1 inh | APJ agonist | UPR CHOP act | GRIN3A LBD mod | TIM10 inh
COCCCN(C(=S)Nc1ccc(C)cc1Cl)C(C)c1ccncc1 (stereo not given) | -6.3 | -8.9 | 24.0 | -1.2 | 33.1 | -3.6 | -2.0 | -1.9 | -16.3
Cc1ccc(CNC(=O)c2ccc(C)s2)cc1 | 26.0 | -3.9 | 15.5 | 2.0 | -16.6 | -0.9 | 2.1 | 1.1 | 6.3
O=C(NCc1ccco1)c1ccc(Br)s1 | 25.5 | -1.0 | 25.8 | -1.5 | 5.9 | 0.3 | -1.7 | -1.6 | -14.6
Cc1ccc(C2CC(c3ccccc3)=NN2C(=S)Nc2ccccc2)o1 (stereo not given) | 18.7 | 41.4 | 30.7 | -0.9 | 31.7 | -4.0 | 0.3 | 2.1 | 27.7
CCOC(=O)[C@@H]1[C@H]2COc3ccccc3[C@H]2N2C(=O)N(c3ccc(C)cc3)C(=O)[C@]12C | 6.4 | -1.4 | 9.8 | -1.2 | -3.7 | 7.7 | 0.5 | 4.7 | 5.8
Fc1cccc(CN2CCN(Cc3nc(-c4cnccn4)no3)CC2)c1 | -2.2 | 0.5 | 3.1 | -1.4 | 3.5 | -4.6 | -1.5 | -0.2 | -5.7
O=C(COC(=O)Cn1cnc2ccccc2c1=O)Nc1ccc(Cl)cc1 | 4.3 | -15.5 | 1.9 | 17.1 | 3.9 | -4.5 | -0.4 | -2.2 | -3.1
CCSCCNC(=O)c1cncc(Br)c1 | 3.9 | -10.7 | 9.4 | -0.4 | 11.2 | 1.2 | 1.0 | -3.6 | 4.1
COc1ccc(-n2nc3c(c2NC(=O)c2ccc(Br)cc2)CS(=O)C3)cc1 (stereo not given) | 4.8 | -17.6 | -4.0 | -4.3 | 10.2 | -1.4 | 2.2 | 1.7 | 3.6
N#Cc1ccc(CSc2nnc(NC(=O)CCc3nc4ccccc4c(=O)[nH]3)s2)cc1 | 14.8 | -21.7 | -11.6 | -0.3 | -11.3 | -0.6 | -0.5 | 1.8 | -4.4
CCN(CC)CCCNC(=O)c1cc(-c2cccc(Cl)c2)on1 | 15.8 | 24.4 | -3.9 | 1.1 | 21.8 | -3.9 | -2.1 | 0.3 | -18.5
COc1ccc(N(CC(=O)NC2CCCCC2)C(=O)c2ccc(C)s2)cc1OC | -6.7 | -0.3 | 15.4 | -3.0 | 10.8 | -0.6 | -0.7 | 0.0 | -6.2
CC(C)NC(=O)Nc1ccc2c(c1)CC(=O)N([C@@H](C)CO)C[C@H](C)[C@@H](CN(C)C(=O)NC1CCCCC1)O2 | 3.4 | 25.7 | 14.2 | -2.7 | 5.9 | -4.6 | 2.5 | 6.0 | -3.5
CCCCNC(=O)CSc1nc2cc3c(cc2c(=O)n1CCC(=O)NCCc1ccc(OC)c(OC)c1)OCO3 | -6.2 | -18.4 | -1.9 | -1.6 | 23.8 | -2.6 | 2.1 | 0.1 | -6.9
CC(C)(Oc1ccc(Cl)cc1)C(=O)NCc1ccncc1 | -4.2 | 14.0 | 6.2 | 2.9 | 13.4 | -3.6 | -0.7 | -2.0 | 5.1
Cc1ccc(N2C(=O)C3C=NNC3C2=O)cc1 (stereo not given) | -7.6 | 1.5 | 7.3 | 0.8 | 2.5 | -1.5 | -0.1 | -2.1 | 4.0
O=C(CCN1C(=O)c2ccccc2C1=O)C1=NN[C@@H]2C(=O)N(c3ccc4c(c3)OCCO4)C(=O)[C@H]12 | 18.7 | 28.3 | 7.6 | -1.5 | 5.9 | -0.8 | -0.6 | -3.7 | 7.6
COCc1c(C(=O)N/N=C/c2ccc(C)o2)nnn1-c1nonc1N | 0.6 | 14.3 | 1.2 | 1.0 | 2.7 | -2.7 | -1.8 | -33.1 | -2.0
O=C(N/N=C/c1cccc([N+](=O)[O-])c1)c1cc2c(ccc3ccccc32)o1 | 3.7 | 34.2 | -17.5 | 39.8* | -26.7 | -1.7 | 104.0* | -1.6 | -27.3
CCOC(=O)c1c(CN(CC)CC)oc2ccc(OC)cc12 | 3.9 | 6.9 | 1.7 | 0.0 | -0.9 | -3.8 | -0.6 | 0.1 | 17.4
CCC(=O)Nc1cc(-c2nc3ncccc3o2)ccc1Cl | 20.8 | -6.6 | 12.7 | -1.8 | 14.8 | 1.1 | 0.5 | -2.6 | 12.7
COc1ccccc1CCC(=O)Nc1cccc(S(=O)(=O)N2CCCCCC2)c1 | 3.2 | 38.2 | 21.8 | -0.7 | 16.3 | -5.0 | -0.6 | -3.7 | 4.7
O=C(OC1CCOC1=O)C1CCN(S(=O)(=O)c2c(Cl)cccc2Cl)CC1 (stereo not given) | 10.6 | 25.8 | 8.4 | 3.3 | 4.3 | -2.2 | 0.6 | 0.8 | -3.8
Cc1ccc(/C=C/C(=O)Nc2nccs2)o1 | 27.2 | -64.3 | 8.2 | 1.9 | -28.6 | -3.1 | 4.4 | 6.9 | 12.4
O=C1C(Cl)=C(Nc2ccccc2O)C(=O)N1CCc1ccccc1 | 33.1 | -17.8 | 36.1 | 0.4 | 20.6 | -1.7 | 4.4 | -6.3 | 21.7
O=C(CCc1nnc(CCCCc2ccccc2)o1)N1CCCCC1CCO (stereo not given) | 19.6 | 10.7 | 12.5 | -3.9 | 1.4 | -2.8 | 1.1 | 0.3 | 17.0
CC(C(=O)Nc1ccc(N(C)C)cc1)N1C(=O)c2ccccc2S1(=O)=O (stereo not given) | -0.4 | 12.2 | -22.4 | -0.5 | -4.9 | 2.9 | 2.4 | 1.9 | -14.2
Cc1ccc(N2CC(C(=O)OCc3ccccc3F)CC2=O)cc1 (stereo not given) | 22.7 | 1.9 | 21.8 | -3.4 | 11.5 | -2.7 | 0.4 | 1.0 | -3.8
O=C(N/C(=C\c1ccco1)C(=O)N1CCOCC1)c1ccccc1Cl | 14.5 | -8.7 | 6.9 | -0.5 | -7.3 | -2.8 | 1.0 | 0.4 | 8.2
O=C(NCCN1CCOCC1)/C(=C/c1ccco1)NC(=O)c1ccccc1 | 4.8 | -44.0 | 9.9 | -2.9 | -13.8 | 1.1 | 0.2 | 2.9 | 8.3
CC1CCCCN1C(=O)c1ccc(S(=O)(=O)N2CCCCC2C)cc1 (stereo not given) | 10.5 | 7.1 | 18.7 | 3.9 | 14.9 | -2.1 | -1.2 | -1.8 | 0.4
CCOC(=O)CC(NC(=O)c1cc2cc(Br)ccc2oc1=O)c1cccc([N+](=O)[O-])c1 (stereo not given) | 9.8 | 3.0 | 10.5 | 1.7 | 14.4 | -3.0 | 0.9 | -0.4 | 5.8
CC(C)C12CN3CC(C(C)C)(CN(C1)C3c1ccccc1)C2O (stereo not given) | 14.3 | -1.0 | -5.4 | -2.1 | 0.1 | 1.1 | -1.0 | 0.7 | 3.4
O=C(NCc1ccccc1)C1CCN(S(=O)(=O)c2cccc3cccnc23)CC1 | -2.8 | -10.6 | -5.8 | -2.2 | 13.8 | -3.9 | 0.8 | -4.0 | 9.2
COC(=O)c1ccc(CSc2ncnc3sc(C)c(C)c23)o1 | 32.2 | -9.7 | 10.8 | 3.3 | 45.7* | -6.3 | 2.8 | -1.1 | 29.1
CC1CCN(CCc2nc3cc(NC(=O)COc4ccccc4)ccc3n2C)CC1 | -3.3 | -4.1 | 1.9 | -1.2 | 2.2 | -0.3 | 2.4 | -1.1 | 6.0
CCOC(=O)c1c(-c2ccc(OC)cc2)csc1/N=C/C1=C(O)CCCC1=O | 26.6 | 10.0 | 20.5 | -1.7 | 24.2 | -0.1 | 2.3 | -8.7 | 6.9
Cc1ccc(C(=O)/C=C/C(=O)O)cc1 | 4.5 | -21.2 | 25.9 | 0.3 | 19.4 | 0.3 | -1.3 | -0.3 | 5.7
Cc1ccccc1NC(=S)NCc1ccc(Cl)cc1 | 27.4 | 12.4 | 42.3 | -4.8 | 10.4 | -0.2 | 0.5 | 0.8 | 23.2
NC(=O)c1ccccc1NCC(=O)c1ccc(F)cc1 | 18.9 | 12.7 | 5.1 | 0.0 | 10.0 | -15.4 | 3.4 | . | 1.3
CC(=O)Nc1cccc(N=NN2CCCCC2)c1 | 6.9 | 19.0 | 23.3 | 1.1 | 7.8 | 0.4 | 2.2 | -1.7 | 9.7
O=C(N/N=C/c1ccc(OCC(=O)N2CCCCC2)cc1)c1ccccc1 | 11.3 | 8.9 | 21.1 | 2.2 | 21.5 | -0.2 | 0.5 | 0.7 | 22.3
C=C(C)Cn1c(-c2ccncc2)n[nH]c1=S | 22.6 | 2.6 | -2.0 | -1.5 | -16.0 | 0.8 | 1.6 | -0.7 | -8.4
COc1ccc(CC(=O)N2CCCC(C)C2)cc1 (stereo not given) | 2.2 | 6.2 | 10.6 | 0.0 | 13.7 | -6.5 | 1.4 | -3.7 | 12.5
Cc1c(Cl)cccc1NC(=O)CNC(=O)c1ccc2c(c1)OCCO2 | 5.0 | -10.7 | -14.5 | 0.5 | -43.2 | -1.1 | 0.5 | -0.8 | -8.6
CCN1CCN(C(=O)c2oc(=O)c3ccccc3c2-c2ccc(C)cc2)CC1 | 10.0 | -22.3 | 10.4 | -0.6 | 14.1 | -4.1 | -1.6 | -1.4 | 3.5
CCOc1ccc(CCNC(=O)C2(c3ccccc3)CC2)cc1OCC | 21.1 | 8.2 | 12.5 | -8.5 | 8.9 | -0.4 | 0.8 | 0.3 | 1.6
CCOc1ccc(-c2c[n+](=O)c3c(n2[O-])CCCC3)c(OCC)c1 | -2.4 | -24.0 | -0.1 | -1.0 | 14.1 | -0.8 | 2.4 | -0.3 | -9.1
Cc1cc(C)c(N=C2C(=O)Nc3ccccc32)c(C)c1 | 0.0 | 8.9 | 22.8 | 0.6 | 27.9 | -4.4 | 0.4 | 0.6 | -0.4

Not a retest: 5 of the compounds above.
SMILES | NALP3 yeast inh | Mdm2-MdmX inh | tim23-1 inh | XBP1 UPR activ | tim10-1 inh | APJ agonist | UPR CHOP act | GRIN3A LBD mod | TIM10 inh
Cc1ccc(C2CC(c3ccccc3)=NN2C(=S)Nc2ccccc2)o1 (stereo not given) | 18.7 | 41.4 | 30.7 | -0.9 | 31.7 | -4.0 | 0.3 | 2.1 | 27.7
CCOC(=O)[C@@H]1[C@H]2COc3ccccc3[C@H]2N2C(=O)N(c3ccc(C)cc3)C(=O)[C@]12C | 6.4 | -1.4 | 9.8 | -1.2 | -3.7 | 7.7 | 0.5 | 4.7 | 5.8
Fc1cccc(CN2CCN(Cc3nc(-c4cnccn4)no3)CC2)c1 | -2.2 | 0.5 | 3.1 | -1.4 | 3.5 | -4.6 | -1.5 | -0.2 | -5.7
O=C(COC(=O)Cn1cnc2ccccc2c1=O)Nc1ccc(Cl)cc1 | 4.3 | -15.5 | 1.9 | 17.1 | 3.9 | -4.5 | -0.4 | -2.2 | -3.1
CCSCCNC(=O)c1cncc(Br)c1 | 3.9 | -10.7 | 9.4 | -0.4 | 11.2 | 1.2 | 1.0 | -3.6 | 4.1

Compound activity from PubChem BioAssay.
